Bioassay records: PubChem, several laboratories
MgcRacGAP inhibition: MgcRacGAP GTPase-activating activity inhibitors, confirmation, biochemical, ADP Hunter fluorescence. MgcRacGAP-stimulated Rac1 GTP hydrolysis, ADP Hunter fluorescence; higher % means a stronger effect; GST-tagged Rac1 F28L mutant substrate. one-dose inhibition, % at 30 µM; IC50 in µM for titrated hits. 0.6% of 340,000 active. AID 624330;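 active = first-screen hits whose inhibition reached a set limit at any dose in the follow-up dose series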;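 also: fluorescence reports GDP produced by GAP-driven GTP hydrolysis; strong numbers were not always called active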
NTR1 agonist: agonists of NTR1, primary screen, imaging, U2OS cells, beta-arrestin-GFP, high content (AID 493036). activation, % at 20 µM. P30989. 0.17% of 330,000 active. NTR1-U2OS beta-arrestin-GFP spot imaging, agonist mode;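 active = activation at or above 40% of the spot to cytoplasm intensity ratio, with at least 20 cells analyzed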;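 also: 0% = DMSO without peptide and 100% = 100 nM NTR1 peptide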
Target sequence (P30989 whole entry, looked up): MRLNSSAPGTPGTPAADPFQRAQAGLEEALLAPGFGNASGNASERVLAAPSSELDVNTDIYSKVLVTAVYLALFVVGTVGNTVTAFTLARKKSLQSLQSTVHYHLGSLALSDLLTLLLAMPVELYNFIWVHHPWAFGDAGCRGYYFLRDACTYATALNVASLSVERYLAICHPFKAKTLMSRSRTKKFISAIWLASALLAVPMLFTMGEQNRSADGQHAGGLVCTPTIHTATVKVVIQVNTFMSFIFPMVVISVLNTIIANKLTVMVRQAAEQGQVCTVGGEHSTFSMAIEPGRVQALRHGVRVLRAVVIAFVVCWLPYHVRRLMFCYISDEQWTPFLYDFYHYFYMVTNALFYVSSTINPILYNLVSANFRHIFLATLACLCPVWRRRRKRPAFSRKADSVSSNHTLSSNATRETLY
Yfh1-depleted yeast: enhancers of respiration in Yfh1-depleted yeast, dose response, Friedreich's ataxia, plus single-dose screen (AID 1465); S. cerevisiae Yfh1-off respiration, WST-1 reduction, 72 h; higher fold induction means a stronger effect; fold induction at 50 µM; hits with a dose series show EC50 in µM; 0.074% of 220,000 active;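 active = fold induction of absorbance versus untreated yeast above a set limit, then at least 30% activation at any dose in follow-up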;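 also: activators that raise dye reduction in frataxin-depleted yeast; strong numbers were not always called active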
GPR55 LPI antagonism: inhibition of LPI-stimulated GPR55 beta-arrestin translocation – imaging, U2OS, beta-arrestin-GFP, LPI agonist, primary screen (AID 2013); U2OS GPR55 beta-arrestin-GFP translocation imaging, LPI antagonism; higher % means a stronger effect; inhibition, % at 10 µM; hits with a dose series show IC50 in µM; 0.13% of 290,000 active;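 active = spots per cell inhibited over 60%, with over 100 cells counted and total cytoplasm intensity under 500,000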;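 also: U2OS cells stably carrying GPR55 and arrestin-GFP stimulated by 5 µM LPI near EC80; imaged beta-arrestin-GFP aggregate spots per cell after agonist stimulation; plate controls were LPI-stimulated DMSO wells for no effect and DMSO wells without LPI for full effect; some results filed as inactive read as strong as hits; confirmed hits need IC50 under 10 µM and bright autofluorescent wells are also inconclusive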
GPR55 beta-arrestin: GPR55 agonists via beta-arrestin recruitment, primary screen, imaging, U2OS cells, beta-arrestin-GFP redistribution (AID 1961). U2OS GPR55 beta-arrestin-GFP redistribution imaging; higher % means a stronger effect. 0.048% of 290,000 active. activation, % at 10 µM, or EC50 in µM where a hit was titrated;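 active = activation above 40% with more than 50 cells counted in the well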;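 also: U2OS osteosarcoma cells stably expressing GPR55 and beta-arrestin-GFP; plate controls were DMSO negative control for no effect and LPI positive control for full effect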
GPR35 antagonists: GPR35 antagonists blocking zaprinast-driven arrestin recruitment, primary screen, imaging, U2OS, beta-arrestin-GFP, zaprinast agonist (AID 2058); 0.052% of 290,000 active; U2OS GPR35 beta-arrestin-GFP translocation imaging, zaprinast antagonism; higher % means a stronger effect; inhibition, % at 10 µM; hits with a dose series show IC50 in µM;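 active = inhibition of at least 50% with at least 30 cells and total cytoplasm GFP at most 10,000,000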
NS5 inhibitors: flavivirus cap methylation enzyme inhibition – biochemical, confirmation dose response, primary screen (AID 588689). Dengue-2 NS5 methyltransferase capping enzyme assay, biochemical; higher % means a stronger effect. inhibition, % at 25 µM; hits with a dose series show IC50 in µM. 0.3% of 340,000 active; in the data active = a potency from the dose series
AID2073: disruptors of CaV2.2 binding to Mint1 – biochemical, HTRF (AID 2073); HTRF protein-protein interaction, Mint1-CaV2.2; higher % means a stronger effect; inhibition, % at 20 µM; hits with a dose series show IC50 in µM; 0.19% of 290,000 active; in the data active = inhibition mostly above about 51%, no sharp cut-off; also: some results filed as inactive read as strong as hits
Large T inhibition: TAg ATPase/helicase activity blockers – biochemical (AID 1903); SV40 large T antigen ATPase/helicase inhibition assay; higher % means a stronger effect; one-dose inhibition, % at 20 µM; IC50 in µM for titrated hits; 0.39% of 310,000 active; in the data active = a potency from the dose series; also: strong numbers were not always called active
NTR1 agonist cell count 20 µM: recorded beside NTR1 agonist, whose call it bears; cell count; measured here: cell count, cytotoxicity flag
NS5 inhibitors pilot replicate: second read-out of NS5 inhibitors, no call of its own (marks repeat the call); inhibition, %; measured here: pilot screen replicate inhibition
* = called active by the depositor; i = inactive; x = not tested or not shown. This is a random part of the collection, and some 1.7% of all compounds hit somewhere here.

SMILES | MgcRacGAP inhibition | NTR1 agonist | NTR1 agonist cell count 20 µM | Yfh1-depleted yeast | GPR55 LPI antagonism | GPR55 beta-arrestin | GPR35 antagonists | NS5 inhibitors | AID2073 | Large T inhibition | others
CC(C)(C)[C@H]1C=C(C(=O)NCc2ccccc2)O[C@@H](OCc2ccc(CO)cc2)C1 | 9% | 11 | 77 | i | 0% | 0.5% | -14% | 9% | 1% | 7%
CC(C)CN1CCN=C1N(C)C | 2% | 3.5 | 94 | x | x | x | x | 2% | x | 3%
COc1ccc(/C=N/NC(=O)CN(CCc2ccccc2)S(=O)(=O)c2ccc(NC(C)=O)cc2)cc1OC | 10% | 2.9 | 81 | i | -3% | -0.3% | 10% | -8% | 0% | 13%
Cc1[nH]c2ccccc2c1N=Nc1cccc(C(=O)O)c1 | 15% | 0.4 | 58 | i | 19% | 1.1% | -19% | 1% | 4% | 24%
COc1cccc(CNC(=O)c2cccnc2Sc2ccc(C)cc2C)c1 | 7% | 0.4 | 68 | x | 16% | 0.1% | -11% | 54% | 2% | 8%
CC(C)OCCCNC(=O)C1CCC(=O)N1C(C)C (stereo unspecified) | 3% | 0.6 | 41 | i | 13% | 0.3% | 2% | -9% | -2% | 14%
N=C1/C(=C\c2ccc(Br)o2)C(=O)N=C2SC(CC(=O)N3CCCCC3)=NN12 | 38% | 0.7 | 55 | x | 2% | -0.2% | -8% | -4% | 1% | >100µM*
CN1CCN(NC(=O)Nc2cccc(Cl)c2Cl)CC1 | x | 0.1 | 53 | i | 3% | -0.3% | 16% | x | -1% | 2%
Nc1c(CO)nnn1-c1ccccc1 | 4% | 1.8 | 64 | i | 12% | -0.3% | -8% | 5% | -6% | 10%
CC(=O)N1c2ccccc2C(C)(c2ccccc2)CC1(C)C (stereo unspecified) | 7% | 3.6 | 66 | i | 11% | -0.1% | 12% | -2% | -3% | 10%
CC(=O)Nn1c(-c2ccccc2)cc2ccccc21 | 10% | -0.4 | 47 | i | 3% | 0.8% | -7% | 1% | 14% | 0%
Nc1nnn(CC(=O)N/N=C/c2ccccc2)n1 | 2% | 0.2 | 53 | i | -6% | -0.1% | -10% | -11% | 15% | 18%
CN1C(=O)c2cccc3c(S(N)(=O)=O)ccc1c23 | 8% | -0.8 | 55 | x | 6% | 0.6% | -1% | -15% | 46% | 14%
CCOc1ccc(CCNC(=O)COC(=O)c2nc(Cl)ccc2Cl)cc1OCC | -2% | 0.5 | 62 | x | x | x | x | -7% | x | 16%
O=C(CSCc1nc2c(nnn2Cc2ccc(F)cc2)c(=O)[nH]1)Nc1cccc(C(F)(F)F)c1 | 2% | -1.3 | 77 | i | 10% | -0.1% | 9% | 5% | 10% | 30%
CC(=O)N1CCC2(CC1)C/C(=N\NC(=S)Nc1ccc(C)cc1)c1cc(O)ccc1O2 | 9% | 1.9 | 5 | i | 6% | -0.3% | -14% | 2% | 26% | 19%
CC(C)[C@H](NC(=O)[C@@H]1CSC2c3ccccc3C(=O)N21)C(=O)NC1CCCC1 (stereo partly specified) | 5% | -0.6 | 55 | x | 8% | 0.1% | -11% | 0% | 6% | 16%
Cc1ccc(C(=O)O)c(C(=O)Nc2nc(C)cs2)c1 | 6% | 3.4 | 83 | i | 11% | -0.2% | -4% | 2% | 31% | 3% | NS5 inhibitors pilot replicate=2.1
Cc1cccc(C)c1NC(=O)c1cccc2c1C(=O)N(C1CCCCC1)C2 | 10% | 14 | 65 | x | -1% | -0.1% | -1% | -5% | -5% | 13%
COC(=O)C/C=C/[C@@H](C)[C@@H](/C=N/O[C@H](C)c1cn([C@@H]2COC[C@H]2O)nn1)NS(=O)(=O)c1ccc(C)cc1 | x | 33 | 89 | x | 0% | 0.4% | -22% | x | -3% | 7%
Cc1ccc(C(=O)COc2cc(C)nc3nncn23)cc1 | -4% | -0.8 | 48 | i | 17% | 0.3% | -11% | -1% | 6% | 8%
COC(=O)c1sccc1NC(=O)CC1C(=O)NCCN1C(=O)Nc1ccccc1 (stereo unspecified) | 0% | 0.5 | 56 | i | 7% | 0.0% | -13% | -8% | 0% | 13%
Cc1nc(SCC(=O)OCc2ccccc2)c2c(=O)n(C)c(=O)n(C)c2n1 | 5% | 10 | 60 | i | 5% | -0.1% | 13% | 1% | 5% | 2%
COC(=O)C1=C(C)N(c2ccc(OC)cc2)C(=O)/C1=C\c1cccs1 | 7% | 0.4 | 51 | i | 13% | -0.2% | -21% | -4% | 18% | 5%
CCOC(=O)N1CCN(S(=O)(=O)c2ccc(Cl)cc2)CC1 | 6% | -0.6 | 58 | x | 11% | -0.2% | 10% | -3% | -4% | -2%
O=C1OCCN1CCN(CN1C(=O)CCC1=O)CN1C(=O)CCC1=O | 2% | 1.4 | 74 | i | 4% | -0.1% | 6% | -4% | 16% | -1%
COc1ccc2cc3cc(C(=O)N4CCCC(C)C4)oc3nc2c1 (stereo unspecified) | -5% | 3.9 | 70 | x | 12% | 0.2% | 24% | -7% | -2% | 8%
CCOc1ccc(NC(=O)c2nc(SCC)ncc2Cl)cc1 | 1% | 2.9 | 105 | x | 9% | -0.1% | -6% | -17% | 10% | 17%
COc1ccc(CCn2c(C3CCCCC3)nc3c(c(=O)c4ccccc4n3C)c2=O)cc1 | x | 34 | 50 | i | 9% | 0.7% | -11% | x | 9% | 10%
CCO[C@@H]1OC(C(=O)N2CCN(Cc3ccc4c(c3)OCO4)CC2)=C[C@H](c2cn(C(C)=O)c3ccccc23)[C@H]1CCCO | 13% | 6.2 | 51 | i | -3% | 0.1% | -14% | -3% | -9% | 12%
CC1CCN(CCNC(=O)C2CCCN(S(=O)(=O)c3cccc4nsnc34)C2)CC1 (stereo unspecified) | -14% | 0.9 | 55 | x | 16% | -0.2% | 2% | -9% | 3% | 5%
O=C(Nc1cccnc1)c1ccccc1NS(=O)(=O)c1ccc(F)cc1 | 7% | -0.3 | 48 | i | -8% | 0.5% | 4% | -1% | 13% | 4%
COc1ccc(/C=c2\s/c(=C(/C#N)C(=O)NCc3ccco3)n(-c3ccccc3)c2=O)cc1 | 7% | 2.0 | 89 | i | 3% | -0.3% | -3% | 27% | 44% | -63%
Cc1occc1C(=O)Nc1cccc2ccccc12 | 10% | -4.6 | 76 | i | 6% | 1.1% | 7% | 4% | 4% | 6%
COC(=O)c1sccc1N/C=C(\C#N)S(=O)(=O)C(C)(C)C | x | 0.6 | 58 | i | -2% | -0.2% | -8% | x | 11% | 4%
Cc1cccc(NC(=O)C2CCN(S(=O)(=O)c3cccc4nsnc34)CC2)c1 | 9% | 0.4 | 55 | i | 15% | -0.5% | -1% | -7% | 19% | 2%
CCOc1ccccc1OCC(=O)Nc1nnc(COC)s1 | 9% | 1.7 | 77 | i | 14% | -0.2% | -9% | -1% | 0% | -5%
Cc1c(C(=O)N2CCC(C)CC2)oc2ccc3c(c12)C(O)CC1(CCCCC1)O3 (stereo unspecified) | 14% | 2.7 | 79 | x | 3% | -0.2% | 20% | -14% | 3% | 3%
COc1ccc(C/C(O)=C(\C#N)c2nc3ccccc3s2)cc1 | 1% | 2.5 | 59 | i | 0% | -0.1% | 14% | 2% | 0% | 4%
COc1ccc(-c2cc(C3CC3)nc3sc(C#N)c(N)c23)cc1 | 17% | 12 | 42 | i | -31% | 0.5% | -28% | -6% | 40% | 7%
Cc1c(NC(N)=O)c(=O)n(-c2ccccc2)n1C | 10% | -0.3 | 77 | i | -16% | -0.1% | -1% | 4% | 0% | -2%
O=C(O)C1(S(=O)(=O)c2ccc(Cl)cc2)CCC1 | 7% | 1.2 | 48 | x | -3% | -0.2% | -3% | 3% | -4% | 4%
CC(=O)c1ccc(N/N=C2/CCCNC2=O)cc1 | x | -0.7 | 45 | i | -2% | -0.2% | 12% | x | 3% | 9%
O=[N+]([O-])c1cccc(-c2nnnn2-c2cccc(F)c2)c1 | 0% | 1.4 | 44 | x | x | x | x | 5% | x | 4%
COc1ccc(NC(=O)CN(C)C(=O)CSCc2ccc(C)cc2)cc1 | 4% | -0.8 | 59 | x | x | x | x | 9% | x | 13%
Oc1ccc(/C=N/NC(=S)NC2CC3CCC2C3)cc1 (stereo unspecified) | 17% | 2.4 | 31 | i | -3% | 0.2% | 2% | 3% | -5% | 23%
COc1ccc2oc(C(=O)OCC(=O)Nc3ccc(N4CCOCC4)cc3)c(C)c2c1 | 9% | 0.7 | 59 | x | x | x | x | 5% | x | 14%
CC(OC(=O)CCC1CCCCC1)C(=O)Nc1ccc(S(N)(=O)=O)cc1 (stereo unspecified) | 8% | 0.9 | 56 | x | x | x | x | -11% | x | 4%
c1ccc2c(N3CCCCC3)ncnc2c1 | 2% | -1.1 | 83 | i | -3% | 0.0% | 10% | -10% | 17% | 17%
O=C(COc1ncnc2ccccc12)c1ccc(Cl)cc1 | 7% | 1.9 | 53 | i | 6% | 4.3% | -7% | 3% | 1% | 8%
CCOC(=O)/C(C#N)=C/c1c(N2CCN(C)CC2)nc2c(C)cccn2c1=O | 7% | 2.3 | 106 | x | 5% | 0.0% | 3% | -6% | 17% | 4%
COc1ccc(CN(C)c2ncnc3sccc23)c(OC)c1OC | 3% | 0.5 | 52 | x | -12% | 0.4% | -9% | -3% | 11% | 5%
O=C(NC(=S)Nc1ccc(Cl)cn1)c1cc([N+](=O)[O-])ccc1N1CCOCC1 | 7% | 0.8 | 52 | x | 3% | 0.3% | -2% | 1% | 12% | 6%
O=C(COC(=O)c1ccc[nH]c1=O)Nc1cc(S(=O)(=O)N2CCCCC2)ccc1Cl | -2% | 0.2 | 45 | i | 7% | -0.5% | -4% | -16% | 19% | 14%
CCOC(=O)C1CCN(C(=O)c2cc3c(C)cc(C)cc3[nH]2)CC1 | -5% | -0.5 | 38 | x | 8% | -0.1% | -1% | 0% | 1% | 5%
Cc1ccc(C)c(NC(=S)N2CCC(NC(=O)c3cccc(F)c3)CC2)c1 | 8% | -0.2 | 55 | x | -8% | -0.4% | 3% | 3% | -11% | 10%
Nc1c(NCCN2CCCCC2)c2ccccc2oc1=O | -14% | -0.7 | 36 | i | 0% | -0.2% | 5% | -12% | 23% | 5%
